Compound activity deposited in PubChem BioAssay by National Center for Advancing Translational Sciences (NCATS).
Tb PYK inh: inhibitors of Trypanosoma brucei pyruvate kinase | Q57TT1 | hit rate 0.12% among 410,000 | Potency, µM (titrated, usually from 76.8 µM), without a hit: top-dose activity, negative = inhibition, usual class: inhibitors | TbPYK enzyme, Kinase-Glo Plus ATP luminescence, 45 min; note: potency is the fitted concentration of half-maximal effect; % is set by controls: 0 for no effect and ±100 for the full control effect; nearly all actives have a fitted effect of over 50% in size
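ADP (130 uM final) triggers the TbPYK reaction after compound addition; incubation is 45 min at room temperature. Kinase-Glo Plus is then added and luminescence imaged. Normalized data are fitted to concentration-effect curves.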
Pf growth 96h: P. falciparum growth inhibition at 96 hour, primary screen for plastid delayed-death inhibitors | hit rate 6.9% among 320,000 | P. falciparum luciferase reporter growth, 96 h | AID 504834 | Potency, µM (doses to about 28.7 µM), for the others: at the top dose activity change, negative = inhibition, hits mostly inhibitors; note: potency is the fitted concentration of half-maximal effect; % is set by controls: 0 for no effect and ±100 for the full control effect
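Delayed-death screen, second-generation endpoint: infected erythrocytes, 2% hematocrit, 0.05% parasitemia final; 96 hours at 37 C, 5% CO2; luciferase detection reagent; luminescence decrease equals reduced growth.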
AmpC inh no detg: AmpC beta-lactamase inhibition without detergent. Potency, µM (doses to about 57.1 µM), without a hit: at the top dose activity change, negative = inhibition, actives largely listed as inhibitors. hit rate 0.52% among 330,000. P00811. AmpC nitrocefin hydrolysis, absorbance 480 nm, 0.0001% Triton. AID 485341;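 note: potency is the fitted concentration of half-maximal effect; plate controls were no compound for no effect and no enzyme for full effect; nearly all actives have a fitted effect of over 20% in size; some results filed as inactive show a strong effect at the top dose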
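AmpC (5.3 nM in the dispensed reagent) in 20 mM phosphate pH 7.0 with 0.01% (detergent screen) or 0.0001% Triton X-100 was preincubated with compounds for 15 min at room temperature. Nitrocefin was then added from an 800 uM solution, and hydrolysis was followed at 480 nm.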
LmPK inhibitor: LmPK (Leishmania mexicana) enzyme inhibition; Q27686; purified LmPK, Kinase-Glo ATP luminescence, 1 h; Potency, µM (top dose mostly 57.5 µM), without a hit: at the top dose activity change, negative = inhibition, most hits filed as inhibitors; hit rate 0.37% among 290,000; AID 1721; note: potency is the fitted concentration of half-maximal effect; % is set by controls: 0 for no effect and ±100 for the full control effect
Target sequence (Q27686 whole entry, looked up): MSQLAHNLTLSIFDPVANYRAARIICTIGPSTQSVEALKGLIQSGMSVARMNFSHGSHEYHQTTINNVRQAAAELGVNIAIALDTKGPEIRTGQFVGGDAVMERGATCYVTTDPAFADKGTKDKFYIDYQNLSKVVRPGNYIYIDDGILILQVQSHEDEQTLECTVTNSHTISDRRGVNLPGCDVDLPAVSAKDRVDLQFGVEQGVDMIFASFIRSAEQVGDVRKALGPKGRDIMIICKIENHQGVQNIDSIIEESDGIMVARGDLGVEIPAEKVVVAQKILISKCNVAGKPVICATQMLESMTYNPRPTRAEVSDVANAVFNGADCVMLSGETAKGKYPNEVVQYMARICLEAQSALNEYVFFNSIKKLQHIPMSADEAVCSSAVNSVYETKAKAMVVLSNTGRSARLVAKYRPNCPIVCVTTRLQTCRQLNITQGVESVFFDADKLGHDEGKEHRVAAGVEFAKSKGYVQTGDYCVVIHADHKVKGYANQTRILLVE
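In 50 mM imidazole pH 7.2 with 7 mM MgCl2, LmPK (0.1 nM) turned over PEP (0.5 mM) and ADP (0.1 mM) for 1 h at room temperature. Luciferase read-out of ATP.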
Shiga toxin inh: Shiga toxin inhibition; Vero cells, Shiga toxin protein synthesis inhibition reporter; inhibition, % at 38.7 µM; hit rate 9.2% among 290,000; in the data active = inhibition mostly above about 28%, no sharp cut-off; inactive = mostly below about 43%; note: 0% is about no effect
Pf growth 48h: P. falciparum growth inhibition at 48 hours (one generation). P. falciparum luciferase growth in erythrocytes, 48 h. Potency, µM (highest dose often 28.7 µM), without a hit: at the top dose activity change, negative = inhibition, hits mostly inhibitors. hit rate 5.9% among 310,000; note: potency is the fitted concentration of half-maximal effect; % is set by controls: 0 for no effect and ±100 for the full control effect
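Cell-based growth assay: transgenic P. falciparum expressing firefly luciferase, cultured in red cells within RPMI 1640 containing 0.5% w/v Albumax, 24 mM bicarbonate and gentamycin. A drop in luciferase activity indicates inhibition.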
CHX counter: affects cycloheximide protein synthesis inhibition readout, counter-screen; max response, %; hit rate 12% among 300,000; cell reporter, cycloheximide protein synthesis inhibition counterscreen; AID 2314; in the data active = max response mostly above about 13%, no sharp cut-off; inactive = mostly below about 14%; note: read at 38.3 µM for the half of the compounds with a filed dose; 0% is about no effect
An asterisk follows results filed as active; ? = inconclusive; / = not tested or not shown; [ ] = another dose, or the depositor's remark. Unless noted, calls come from the whole dose curve; as a rule, active = well fitted curve in the direction sought with a large enough effect; inconclusive = small, poorly fitted or top-dose-only effect, or another doubt; inactive = no such curve, though single readings can be large; an effect the other way counts as inactive or inconclusive.

1) COC(=O)c1ccc(-n2nnnc2SCC(=O)N2CCCCC2)cc1
2) OCCNCc1cc(Br)ccc1OCc1ccc(F)cc1
3) CC(=O)C1=C(C)N(Cc2ccccc2)C(=O)N[C@@H]1c1cccc(C(F)(F)F)c1
4) Cc1ccc(N(Cc2ccc(C(=O)NCCSc3ccccn3)cc2)S(C)(=O)=O)cc1C
5) C=CCNC(=O)c1ccccc1NC(=O)COc1ccc(OC)cc1
assay / entry | 1 | 2 | 3 | 4 | 5
Tb PYK inh | 4% | 0% | -7% | -14% | 0%
Pf growth 96h | 2% | ? | ? | 0.74µM* | 57%[1.15 µM]
AmpC inh no detg | 3% | -5% | -6% | 10% | -19%
LmPK inhibitor | -4% | 2% | 4% | 3% | 3%
Shiga toxin inh | -13 | -15 | 24 | -8 | -9
Pf growth 48h | 25% | ? | ? | ? | 25%
CHX counter | 2 | -2 | 11 | 0 | 10

6) O=C(NN1C(=O)c2ccccc2NC1c1ccco1)c1ccc(Br)cc1 (stereo not drawn)
7) C#CCN(Cc1ccccc1)S(=O)(=O)C=C
8) CCOCc1c(C(=O)OCC(=O)/C(C#N)=C(\C)N)oc2ccccc12
9) COc1ccc(Cl)cc1C1=CC(=O)C[C@H](c2ccc(F)cc2)C1
10) CN(C)CC(C)(C)CNC(=O)C1CCN(CCCc2ccccc2)CC1
assay / entry | 6 | 7 | 8 | 9 | 10
Tb PYK inh | 0% | 1% | -17% | 3% | 12%
Pf growth 96h | 184%[activator] | 36%[activator] | 13% | ? | ?
AmpC inh no detg | -29% | -10% | 17% | -12% | -5%
LmPK inhibitor | 6% | / | 3% | / | -5%
Shiga toxin inh | 34 | / | 36 | / | -5
Pf growth 48h | 70%[activator] | 22% | 14% | 0% | ?
CHX counter | 16 | / | 1 | / | 2

11) COC(=O)c1ccc(NC(=O)C[n+]2ccccc2)cc1
12) CCCn1c(O)c(N=NC(=O)CNC(=O)c2ccncc2)c2ccccc21
13) COc1cc(C(=O)N2CCN(c3ncnc4sc(C)c(C)c34)CC2)cc(OC)c1OC
14) Cc1c(Cc2ccccc2)sc(/N=C/c2c(O)ccc3ccccc23)c1C(N)=O
15) O=C(CCCSc1nnnn1-c1cccc2ccccc12)c1ccc(F)cc1
assay / entry | 11 | 12 | 13 | 14 | 15
Tb PYK inh | 0% | 0% | 1% | -19% | 5%
Pf growth 96h | 13µM* | -15% | -27% | -26% | ?
AmpC inh no detg | -16% | 12% | 115%[activator] | ? | -25%
LmPK inhibitor | 0% | -13% | -3% | 4% | 1%
Shiga toxin inh | 10 | -7 | -9 | -7 | -1
Pf growth 48h | -5% | 12% | ? | ? | ?
CHX counter | 2 | -9 | -3 | 9 | -1

Some entries already given with just CHX counter.
nr | molecule | CHX counter
11 | COC(=O)c1ccc(NC(=O)C[n+]2ccccc2)cc1 | 2
13 | COc1cc(C(=O)N2CCN(c3ncnc4sc(C)c(C)c34)CC2)cc(OC)c1OC | -3
12 | CCCn1c(O)c(N=NC(=O)CNC(=O)c2ccncc2)c2ccccc21 | -9

The results go on:
16) CC(=O)Oc1ccc(-c2cccc(C(=O)N(C)c3ccc(O)cc3)c2)cc1
17) CC(=O)c1c(O)cc(O)c(C(C)=O)c1O
18) NC(=O)C1CCN(CC(=O)Nc2ccccc2C(=O)NC2CC2)CC1
19) O=C(OCCNC(=O)c1ccc2ccccc2n1)c1ccc(F)cc1
20) CC(NC(=O)c1ccccc1)C(=O)NC1=NCCS1 (stereo not drawn)
assay / entry | 16 | 17 | 18 | 19 | 20
Tb PYK inh | -6% | 0% | 0% | 1% | 5%
Pf growth 96h | 11% | -11% | ? | 26% | -30%
AmpC inh no detg | 25% | -24% | -25% | -10% | -9%
LmPK inhibitor | 0% | -4% | / | 6% | 0%
Shiga toxin inh | -5 | -5 | / | -10 | -12
Pf growth 48h | ? | 10µM* | -9% | 53%[activator] | 2%
CHX counter | -4 | -5 | / | 4 | -3

21) O=C(Cc1ccc(N2CCNC2=O)cc1)N1CCCC(Nc2ccc(F)c(F)c2)C1 (stereo not drawn)
22) Cc1ccc(NC(=O)c2ccc(Cl)c(S(=O)(=O)N3CCCCC3)c2)nc1
23) Cc1ccc(NC(=O)c2c(F)cccc2Cl)cc1S(=O)(=O)N1CCOCC1
24) O=C(CN1CCC(C(=O)c2ccc(F)cc2)CC1)Nc1ccc(F)cc1
25) Cc1cc(C)c2c(CC(=O)N(CCC#N)Cc3cccnc3)coc2c1
assay / entry | 21 | 22 | 23 | 24 | 25
Tb PYK inh | -1% | 1% | -13% | 8% | -1%
Pf growth 96h | ? | 10µM* | ? | ? | 9%
AmpC inh no detg | 21% | -26% | -28% | 1% | 13%
LmPK inhibitor | -11% | / | / | -5% | 5%
Shiga toxin inh | 12 | / | / | -6 | -4
Pf growth 48h | ? | 9.3µM* | ? | ? | ?
CHX counter | -2 | / | / | -4 | -4

An excerpt of these results, with two lines to a compound:
Values run as follows: Tb PYK inh | Pf growth 96h | AmpC inh no detg | LmPK inhibitor | Shiga toxin inh | Pf growth 48h | CHX counter
15	O=C(CCCSc1nnnn1-c1cccc2ccccc12)c1ccc(F)cc1
    5% | ? | -25% | 1% | -1 | ? | -1
4	Cc1ccc(N(Cc2ccc(C(=O)NCCSc3ccccn3)cc2)S(C)(=O)=O)cc1C
    -14% | 0.74µM* | 10% | 3% | -8 | ? | 0
17	CC(=O)c1c(O)cc(O)c(C(C)=O)c1O
    0% | -11% | -24% | -4% | -5 | 10µM* | -5
12	CCCn1c(O)c(N=NC(=O)CNC(=O)c2ccncc2)c2ccccc21
    0% | -15% | 12% | -13% | -7 | 12% | -9
2	OCCNCc1cc(Br)ccc1OCc1ccc(F)cc1
    0% | ? | -5% | 2% | -15 | ? | -2

Part of the list above, with each value named:
24) O=C(CN1CCC(C(=O)c2ccc(F)cc2)CC1)Nc1ccc(F)cc1
  Tb PYK inh: 8%
  Pf growth 96h: ?
  AmpC inh no detg: 1%
  LmPK inhibitor: -5%
  Shiga toxin inh: -6
  Pf growth 48h: ?
  CHX counter: -4

25) Cc1cc(C)c2c(CC(=O)N(CCC#N)Cc3cccnc3)coc2c1
  Tb PYK inh: -1%
  Pf growth 96h: 9%
  AmpC inh no detg: 13%
  LmPK inhibitor: 5%
  Shiga toxin inh: -4
  Pf growth 48h: ?
  CHX counter: -4

Remaining list, next part.
26) CCC(C)C(NC(=O)C1CCC(C)CC1)C(=O)NCc1ccccn1 (stereo not drawn)
27) CC(C)(CNC(=O)c1ccc(Br)o1)N1CCOCC1
28) Nc1nc(CSc2ncn(-c3ccccc3)n2)cs1
29) COC(=O)C1CN(C#N)N(c2ccc(Cl)cc2)C12c1ccccc1-c1ccccc12 (stereo not drawn)
30) Cc1cc(-c2n[nH]c(=S)n2/N=C/c2ccc(C)s2)n[nH]1
31) CC1CCN(C(=O)c2ccc(NC(=O)c3ccccc3)cc2)CC1
assay / entry | 26 | 27 | 28 | 29 | 30 | 31
Tb PYK inh | -2% | -10% | -5% | -16% | ? | -3%
Pf growth 96h | 38%[activator] | -5% | 23% | 18% | 13% | 41%[activator]
AmpC inh no detg | 9% | -22% | -20% | 5% | -19% | -2%
LmPK inhibitor | 1% | -7% | 3% | 1% | -5% | -6%
Shiga toxin inh | -6 | -7 | 92* | -15 | -18 | -22
Pf growth 48h | / | 10% | 235%[activator] | 3.3µM* | -12% | ?
CHX counter | 8 | 1 | 38* | -9 | 9 | -2
